SMARCA2 act: SMARCA2 (BRM) function activators, primary screen, cell-based, luminescence, high throughput; MG213 cells, MMTV-luciferase reporter, dexamethasone, overnight; activation, % at 9.1 µM; 1% of 370,000 active; in the data active = activation above about 7.8%;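 note: 0% = vehicle wells and 100% = reference activator wells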
HGIII-sPLA2 inh: human group III sPLA2 inhibitors, primary screen, biochemical, QFRET, BODIPY PC-A2 liposome substrate. Group 3 secretory phospholipase A2 (Homo sapiens), Q9NZ20. QFRET BODIPY PC-A2 liposome hydrolysis, fluorescence. inhibition, % at 12.2 µM. 0.56% of 370,000 active;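 active = inhibition above mean plus 3 SD of compounds lying within the high and low control bounds, cut at about 19% in these data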;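 note: 0% = median of test compound wells and 100% = no enzyme DMSO wells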
hcDAF-12 act: H. contortus DAF-12 nuclear receptor activators, primary screen, cell-based, luminescence, HEK293, lit1-tk-luc reporter; AID 652067, 2013; HEK293 hcDAF-12 lit1-tk-luc reporter; 0% DMSO, 100% Δ7-dafachronic acid; 1.4% of 370,000 active; activation, % at 6.8 µM;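 active = activation above the mean of all tested compounds plus 3 SD, cut at about 5.5% in these data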;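 note: 100% = response to 3 µM Δ7-dafachronic acid high control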
DAX1 inh-1: DAX1 (NR0B1) inhibitors, primary screen, cell-based, HEK293, Gal4-DAX1, luciferase luminescence; Nuclear receptor subfamily 0 group B member 1 (Homo sapiens), P51843; HEK293 Gal4-DAX1 luciferase reporter; inhibition, % at 6.75 µM; 0.99% of 340,000 active; AID 504766, 2011;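 active = inhibition above the mean over all tested compounds plus 3 SD, cut at about 4.2% in these data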;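 note: 0% = DAX1-transfected cells with DMSO and 100% = empty-vector control cells with DMSO; inhibition shows as a rise in luminescence from relieved DAX1 repression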
ADAM10 inh: human ADAM10 inhibitors, primary screen, biochemical, QFRET, HTS. Disintegrin and metalloproteinase domain-containing protein 10 (Homo sapiens), O14672. recombinant ADAM10, EDANS/DABCYL FRET peptide cleavage, 3 h. inhibition, % at 7 µM. 0.62% of 370,000 active;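 active = inhibition above a per-campaign cutoff equal to the mean of compounds falling between control-based bounds plus 3 SD, cut at about 20% in these data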;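 note: 0% = DMSO wells while the 100% control is not disclosed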
FXN GAA850 act: FXN promoter activators, primary screen, cell-based, luciferase luminescence, HEK293 lucGAA850 | HEK293 lucGAA850 FXN promoter luciferase reporter, 24 h; percent of 10 µM SAHA response | activation, % at 6 µM | 0.56% of 360,000 active | AID 540364, 2011;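 active = activation above the average of all compounds screened plus 3 SD, cutoff fixed separately per campaign, cut at about 7.5% in these data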;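 note: 0% = DMSO wells and 100% = 10 µM SAHA wells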
NPR2 activator: human GC-B receptor activators, primary screen, HEK293 GC-B cells, cGMP TR-FRET, EC30 CNP | 0.11% of 370,000 active | 0% at EC30 CNP, 100% saturating CNP | activation, % at 10 µM | Atrial natriuretic peptide receptor 2 (Homo sapiens), P20594;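 active = activation at 10 µM reaching about 35% in either raw or pattern-adjusted values, limit read from the data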
hgDAF-12 ag: H. glycines DAF-12 receptor agonists, primary screen, cell-based, luminescence, HEK293, GAL4 fusion, UAS-luciferase; AID 687014, 2013; activation, % at 6.8 µM; Nuclear hormone receptor DAF-12 (Heterodera glycines), GAL4 fusion; 1.8% of 370,000 active; HEK293 GAL4-hgDAF12 UAS-luciferase reporter, agonist luminescence; normalized to butyrate control;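 active = activation above a cutoff set at the mean of all screened compounds plus 3 SD, cut at about 10% in these data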;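 note: 0% = DMSO wells and 100% = sodium butyrate wells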
GC-A act: GC-A stimulated cGMP production enhancers – HEK293 GC-A cells, cGMP TR-FRET, EC30 ANP, primary screen | 0% at EC30 ANP, 100% saturating ANP | activation, % at 10 µM | Atrial natriuretic peptide receptor 1 (Homo sapiens), P16066 | 0.14% of 370,000 active | AID 1671463, 2021; in the data active = activation above about 40%
Target sequence (P16066 whole entry, looked up): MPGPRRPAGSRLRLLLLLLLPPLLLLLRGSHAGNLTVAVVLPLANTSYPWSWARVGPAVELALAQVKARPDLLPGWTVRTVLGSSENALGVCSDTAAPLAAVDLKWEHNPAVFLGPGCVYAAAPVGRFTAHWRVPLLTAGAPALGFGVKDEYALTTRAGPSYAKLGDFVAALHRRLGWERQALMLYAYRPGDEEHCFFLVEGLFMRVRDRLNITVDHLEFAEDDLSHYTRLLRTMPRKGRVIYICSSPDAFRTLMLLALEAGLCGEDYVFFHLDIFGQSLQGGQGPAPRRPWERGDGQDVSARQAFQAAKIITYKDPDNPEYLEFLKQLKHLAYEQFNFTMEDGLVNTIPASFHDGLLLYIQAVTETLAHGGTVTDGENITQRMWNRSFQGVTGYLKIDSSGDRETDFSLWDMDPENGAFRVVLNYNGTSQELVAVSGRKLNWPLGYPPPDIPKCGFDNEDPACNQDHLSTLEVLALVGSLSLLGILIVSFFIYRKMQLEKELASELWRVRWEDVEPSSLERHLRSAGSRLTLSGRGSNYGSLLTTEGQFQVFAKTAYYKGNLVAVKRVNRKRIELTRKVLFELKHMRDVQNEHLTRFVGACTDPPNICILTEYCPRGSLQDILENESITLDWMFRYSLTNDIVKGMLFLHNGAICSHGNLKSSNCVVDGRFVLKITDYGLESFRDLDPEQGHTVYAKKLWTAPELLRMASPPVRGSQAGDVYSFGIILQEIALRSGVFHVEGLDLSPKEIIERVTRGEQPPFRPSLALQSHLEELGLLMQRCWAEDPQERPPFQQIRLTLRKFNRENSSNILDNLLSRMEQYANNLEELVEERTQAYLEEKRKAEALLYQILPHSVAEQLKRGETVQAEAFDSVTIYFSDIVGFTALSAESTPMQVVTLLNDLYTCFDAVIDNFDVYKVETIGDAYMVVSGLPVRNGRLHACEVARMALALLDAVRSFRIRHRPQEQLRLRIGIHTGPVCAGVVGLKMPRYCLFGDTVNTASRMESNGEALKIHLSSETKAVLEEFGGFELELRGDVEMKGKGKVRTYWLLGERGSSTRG
ssDAF12 agonist: S. stercoralis DAF-12 nuclear receptor activators, primary screen, cell-based, luminescence, HEK293, GRIP1 co-expression, lit1-tk-luc. Nuclear hormone receptor DAF-12 (Strongyloides stercoralis). HEK293 ssDAF-12/GRIP1 lit1-tk-luc reporter; % of 3 µM dafachronic acid response. activation, % at 6.8 µM. 1% of 370,000 active. AID 652126, 2013;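 active = activation above the mean over all tested compounds plus 3 SD, cut at about 0.9% in these data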;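 note: 0% = DMSO-only wells and 100% = 3 µM delta7-dafachronic acid wells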
DAX1 inh-2: DAX1 (NR0B1) inhibitors on StAR promoter, primary screen, cell-based, luminescence, SF-1 (NR5A1), full-length DAX-1 | inhibition, % at 6.8 µM | AID 652010, 2013 | 1.1% of 370,000 active | HEK293T StAR-luciferase reporter, SF-1/DAX-1 repression relief;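 active = inhibition above the mean over all tested compounds plus 3 SD, cut at about 3.6% in these data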;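 note: 0% = DAX-1 cells with DMSO and 100% = cells lacking DAX-1 with DMSO; higher inhibition means more luminescence from relief of DAX-1 repression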
Active calls of the source: *; i = inactive; / = no result given.

SMILES	SMARCA2 act	HGIII-sPLA2 inh	hcDAF-12 act	DAX1 inh-1	ADAM10 inh	FXN GAA850 act	NPR2 activator	hgDAF-12 ag	GC-A act	ssDAF12 agonist	DAX1 inh-2
O=S(=O)(c1ccccc1Cl)N1CCCC(c2nc(-c3cccnc3)no2)C1 (centres undefined)	-3	-5	-1.6	0.0	2	2.7	-4	-4.2	0	-1.7	0.1
CC(O)c1nc2cc([N+](=O)[O-])ccc2n1Cc1ccccc1 (centres undefined)	-4	13	-1.5	-0.9	7	1.1	-4	-1.2	-6	-1.4	-0.2
Fc1cccc(F)c1CN1CCN(c2ncccn2)CC1	2	0	1.0	-0.1	6	0.1	-5	-1.9	1	-1.9	-0.6
COc1cccc(CN(CC2CCCO2)C(=O)c2cc3ccccc3oc2=O)c1 (centres undefined)	1	5	1.5	2.2	-17	2.0	0	-0.9	-2	-0.2	0.4
O=C(O)c1ccccc1C(=O)N1N=C2/C(=C/c3cccc([N+](=O)[O-])c3)CCCC2C1c1cccc([N+](=O)[O-])c1 (centres undefined)	1	-19	-2.8	0.8	9	1.4	2	-1.8	-7	-1.2	-1.0
COc1cccc(C(=O)NN2CC(O)=C(c3nc4ccccc4s3)C2=N)c1	-3	-12	-1.0	0.8	-2	0.9	-4	5.9	-2	-0.7	0.1
Cc1ccc(/C=C\c2nccc3c2[nH]c2ccccc23)cc1	10*	-40	4.4	2.1	-248	5.6	1	15*	1	0.6	4.5*
COc1ccc(C(=O)NC2CCN(C(=S)Nc3ccc(C)cc3)CC2)cc1	1	-2	-1.6	0.5	-4	3.5	0	0.1	0	0.2	-0.2
Cc1cccc(OCc2nnc(SC(C)C(=O)O)n2-c2ccccc2)c1 (centres undefined)	-2	0	-1.8	0.0	-3	2.5	2	2.4	-1	-1.4	-0.2
CCC(C)C(=O)NCCc1ccc(S(N)(=O)=O)cc1 (centres undefined)	-2	2	-1.7	2.7	-1	1.3	2	-3.0	3	-0.9	0.1
CS(=O)(=O)N(CC(=O)N1CCN(c2ccccc2)CC1)c1cccc(Br)c1	0	3	-1.6	0.8	2	-1.2	-7	-1.4	-19	-0.8	-0.4
C=CCN=C1NC(c2cccc(F)c2)C(C(=O)OC)=C(C)N1Cc1ccccc1C(F)(F)F (centres undefined)	-2	-4	-2.3	/	-2	/	-18	-1.7	-19	-0.9	-1.2
Cc1c(NC(=O)C(C)OC(=O)/C=C/c2ccco2)c(=O)n(-c2ccccc2)n1C (centres undefined)	-1	5	-0.2	0.2	-1	-1.1	3	0.3	-1	-1.5	-0.1
COC(=O)[C@]12C[C@H](CC(=O)N3CCOCC3)C(=O)N(Cc3ccc4c(c3)OCO4)C1=C[C@H](COCc1ccccc1)O[C@@H]2C	-5	6	-0.2	/	-1	/	10	0.0	0	-1.5	-0.7
CCCc1nnc(SCC(=O)NC2CC2)n1CC	0	4	0.6	0.9	-13	-2.1	5	0.1	2	-1.2	-0.2
CCOC(=O)c1ccc(NC(=O)C(=O)NCc2ccc(/C=C(/C#N)C(=O)NCCOC)o2)cc1	-1	6	2.2	0.3	-7	0.9	-1	1.5	2	-2.0	0.7
CC(C)(C)NC[C@@H](O)COc1cccc2c1CCCC2=O	-2	-1	0.3	2.7	-6	-1.3	7	2.2	2	-0.5	0.3
CC1=CC(C)(C)N(C(=O)CSc2nnc(C)s2)c2ccc(C)cc21	1	-2	-2.9	-0.7	9	1.1	3	-2.0	-4	-1.7	-0.2
COc1ccc(N=c2oc3cc(O)ccc3cc2C(=O)NCC2CCCO2)cc1 (centres undefined)	-1	-12	-1.3	-0.5	i	-2.5	13	-1.6	6	-1.9	0.7
CCN(CC)S(=O)(=O)c1ccc(C(=O)Nc2ccc(C(F)(F)F)n(C)c2=O)cc1	-3	6	-1.9	-1.5	-4	-1.1	3	-0.3	5	-0.9	0.0
COc1ccc(CNC(=O)[C@@H]2CC=C[C@@H]3CCN(C4CC4)C(=O)[C@@H]32)cc1	0	1	-1.9	0.0	2	-0.6	6	1.2	1	-1.1	0.1
CCCCOCCCNC1=NCCCCC1	-4	-2	3.8	1.7	-2	2.3	6	-3.0	6	-1.0	0.0
O=C(NCCN1CCOCC1)c1ccccc1Cl	4	-3	-1.5	0.5	-5	0.2	-1	0.5	2	-0.9	-0.1
O=C(NCCC1=CCCCC1)C1CCCN(S(=O)(=O)c2cccc3cccnc23)C1 (centres undefined)	10*	-6	-2.9	-1.5	-3	-1.2	0	-1.4	-2	-1.5	-1.0
CCOC(=O)C(Cc1ccccc1)NC(=O)Cn1nnc(-c2ccccc2)n1 (centres undefined)	-3	-9	-2.1	0.1	-6	0.7	2	-2.4	5	-1.5	0.0

Some of these compounds in order of length of the SMILES, largest number first.
SMILES	SMARCA2 act	HGIII-sPLA2 inh	hcDAF-12 act	DAX1 inh-1	ADAM10 inh	FXN GAA850 act	NPR2 activator	hgDAF-12 ag	GC-A act	ssDAF12 agonist	DAX1 inh-2
COC(=O)[C@]12C[C@H](CC(=O)N3CCOCC3)C(=O)N(Cc3ccc4c(c3)OCO4)C1=C[C@H](COCc1ccccc1)O[C@@H]2C	-5	6	-0.2	/	-1	/	10	0.0	0	-1.5	-0.7
O=C(O)c1ccccc1C(=O)N1N=C2/C(=C/c3cccc([N+](=O)[O-])c3)CCCC2C1c1cccc([N+](=O)[O-])c1 (centres undefined)	1	-19	-2.8	0.8	9	1.4	2	-1.8	-7	-1.2	-1.0
COc1ccc(CNC(=O)[C@@H]2CC=C[C@@H]3CCN(C4CC4)C(=O)[C@@H]32)cc1	0	1	-1.9	0.0	2	-0.6	6	1.2	1	-1.1	0.1
CS(=O)(=O)N(CC(=O)N1CCN(c2ccccc2)CC1)c1cccc(Br)c1	0	3	-1.6	0.8	2	-1.2	-7	-1.4	-19	-0.8	-0.4
COc1cccc(C(=O)NN2CC(O)=C(c3nc4ccccc4s3)C2=N)c1	-3	-12	-1.0	0.8	-2	0.9	-4	5.9	-2	-0.7	0.1
COc1cccc(CN(CC2CCCO2)C(=O)c2cc3ccccc3oc2=O)c1 (centres undefined)	1	5	1.5	2.2	-17	2.0	0	-0.9	-2	-0.2	0.4
Cc1cccc(OCc2nnc(SC(C)C(=O)O)n2-c2ccccc2)c1 (centres undefined)	-2	0	-1.8	0.0	-3	2.5	2	2.4	-1	-1.4	-0.2
CC(C)(C)NC[C@@H](O)COc1cccc2c1CCCC2=O	-2	-1	0.3	2.7	-6	-1.3	7	2.2	2	-0.5	0.3
CCC(C)C(=O)NCCc1ccc(S(N)(=O)=O)cc1 (centres undefined)	-2	2	-1.7	2.7	-1	1.3	2	-3.0	3	-0.9	0.1

The list goes on.
SMILES	SMARCA2 act	HGIII-sPLA2 inh	hcDAF-12 act	DAX1 inh-1	ADAM10 inh	FXN GAA850 act	NPR2 activator	hgDAF-12 ag	GC-A act	ssDAF12 agonist	DAX1 inh-2
COc1ccccc1C(=O)NNC(=O)c1ccc(Br)o1	1	4	3.5	0.9	-5	1.6	-2	5.9	3	0.1	3.4
OC(CN1CCN(c2ccccn2)CC1)Cn1c2ccc(Cl)cc2c2cc(Cl)ccc21 (centres undefined)	-4	-18	-1.2	0.3	22*	1.6	-10	-0.4	-11	-0.8	-0.5
O=C(Cc1ccccc1)NC1(O)C(=O)c2ccccc2C1=O	1	2	-0.7	/	-2	0.0	-6	-1.4	2	-0.9	-0.6
COc1cccc(/C=C2/Sc3ccc(C(=O)NCCN4CCCC4)cc3NC2=O)c1	4	-21	-0.4	-0.3	-5	3.7	-10	2.9	7	-0.8	10*
O=C(NCC(c1ccco1)N1CCOCC1)c1cccc([N+](=O)[O-])c1 (centres undefined)	-3	17	-1.5	2.2	-4	1.2	-6	1.2	-2	-0.6	0.4
CCCNC(=O)CCc1nnc2ccc(N3CCC(C)CC3)nn12	0	2	-2.0	-1.0	2	1.3	-2	3.2	3	-1.3	0.2
O=C([C@H](Cc1ccc(O)cc1)n1cc(CCO)nn1)N1CCNCC1	0	-1	-0.7	0.3	-2	0.4	1	4.4	1	-1.4	-0.3
CCCCCCCCN1C(=O)[C@@H](CC(=O)NCC23CC4CC(CC(C4)C2)C3)C[C@@]2(C(=O)OC)C1=C[C@H](C(C)C)O[C@@H]2C1CC1	-1	10	-1.4	/	-10	/	3	0.5	2	-0.4	1.1
COc1ccc(N2CCN(C(=O)COC(=O)c3nc(Cl)ccc3Cl)CC2)cc1	2	-3	-1.3	3.8	3	2.0	-3	-0.5	0	-0.8	0.2
O=C(CSc1nc2ccccc2c2nc3ccccc3n12)NCc1ccco1	0	-2	-2.5	-1.9	-16	1.7	-2	-2.3	2	-1.4	-1.0
COc1ccc(NC(=O)c2cc(-c3cc(OC)c(OC)c(OC)c3)nc3ccccc23)c(OC)c1	3	6	-0.5	2.3	8	2.8	2	-0.5	-4	-0.9	0.1
O=C(C(Cl)c1ccccc1)N1CCCC1 (centres undefined)	-1	-8	-1.5	4.1	-4	0.4	2	-0.4	0	-0.6	-0.4
O=C(CSc1nnnn1Cc1ccccc1)NCC(=O)c1ccccc1	0	-16	-2.4	-0.1	1	-1.5	-3	-1.8	-1	-0.9	-0.1
CN(Cc1nc2ccc(F)cc2[nH]1)Cc1c(C(=O)N(C)C)nc2ccc(Cl)cn12	-2	-5	0.8	0.2	-4	3.4	-1	-2.7	-1	-0.8	0.5
COc1cc(O)c(C(CCN2CCN(c3ccccc3)CC2)c2ccc(N(C)C)cc2)c(OC)c1 (centres undefined)	0	0	-1.2	0.5	12	-0.1	0	-1.4	-4	-0.8	-0.1
CCOc1ccc(Cn2c(=O)oc3ccccc32)cc1	-2	6	-1.0	0.3	-10	2.1	5	1.3	-1	-0.2	-0.3
c1ccc(Cn2ccnc2SCc2nnc(-c3ccccc3)o2)cc1	-5	-6	-2.4	-1.1	15	-0.2	-4	-0.8	1	-1.1	0.2
CCOC(=O)c1c(NC(=O)c2cccs2)sc(C(=O)N2CCOCC2)c1C	2	3	-0.9	-1.0	-3	2.7	-1	-0.9	3	0.2	-0.1
O=C(Nc1nc2ccccc2[nH]1)C1CCCC1	1	9	3.6	0.6	6	10*	0	15*	4	0.0	4.9*

From PubChem
